Source: PubChem (National Center for Advancing Translational Sciences (NCATS))
HCMV antiviral – qHTS Assay for inhibitors of the human cytomegalovirus (HCMV) | hit rate 4.5% among 410,000 | AID 1259415, 2018 | HFF cells, HCMV-luciferase reporter, 72 h; active compounds read low | activity change, negative = inhibition, % at 57.5 µM; in the data active = activity change below about -60%; inconclusive = no clear call, values can overlap the other calls; inactive = above about -39%; also: % is scaled to controls: 0 for no effect and ±100 for the full control effect
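Luciferase read-out from HCMV-luciferase-infected HFFs (MOI 1 PFU/cell) 72 h post infection at 37C; compounds added after 16 h cell attachment; activity normalized between buffer-only basal and Salinomycin (10uM) inhibitor controls.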
AMA1 RON2 block – qHTS for Inhibitors of AMA1-RON; Towards Development of Antimalarial Drug Lead: Primary Screen; hit rate 0.2% among 360,000; AlphaScreen AMA1-biotinylated RON2 peptide binding; Potency, µM (top dose mostly 58.2 µM), for inactives: at the highest dose activity change, negative = inhibition, usual class: inhibitors; AID 720542, 2013;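 also: potency is read from the fitted curve at half-maximal effect; 0% = vehicle wells and -100% = peptide control; nearly all actives have a fitted effect of over 45% in size; some results filed as inactive show a strong effect at the top dose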
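AMA1 (3D7) with his tag at 25 nM final met compounds first, then biotinylated RON2 peptide at 25 nM; detection used donor plus acceptor beads, 10 µg/mL apiece, read by AlphaScreen after 30 min at room temperature.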
CHX counter – Cycloheximide Counterscreen for Small Molecule Inhibitors of Shiga Toxin; max response, %; AID 2314, 2010; cell reporter, cycloheximide protein synthesis inhibition counterscreen; hit rate 12% among 300,000; in the data active = max response mostly above about 13%, no sharp cut-off; inactive = mostly below about 14%; also: read at 38.3 µM for the half of the compounds with a filed dose; 0% is about no effect
Giardia FBPA inh – qHTS Assay for Inhibitors of Fructose-1,6-bisphosphate Aldolase from Giardia Lamblia; hit rate 0.71% among 290,000; A8B2U2; Potency, µM (titrated, usually from 59.6 µM), inactives show top-dose activity, negative = inhibition, most hits filed as inhibitors; AID 2451, 2010; purified Giardia FBPA; also: potency is read from the fitted curve at half-maximal effect; % is scaled to controls: 0 for no effect and ±100 for the full control effect; nearly all actives have a fitted effect of over 55% in size
Target sequence (A8B2U2 whole entry, looked up): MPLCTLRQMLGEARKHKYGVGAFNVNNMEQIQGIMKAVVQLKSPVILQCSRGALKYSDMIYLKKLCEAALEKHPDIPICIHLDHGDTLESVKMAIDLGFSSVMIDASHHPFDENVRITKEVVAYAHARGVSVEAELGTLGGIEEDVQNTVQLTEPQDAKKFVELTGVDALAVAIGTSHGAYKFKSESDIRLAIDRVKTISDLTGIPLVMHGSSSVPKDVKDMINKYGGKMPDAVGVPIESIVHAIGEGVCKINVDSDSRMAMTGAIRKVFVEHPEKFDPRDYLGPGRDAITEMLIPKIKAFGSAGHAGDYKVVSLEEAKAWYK
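40 nM FBPA preincubated 10 min at RT with compound (up to 57.5 uM final), then substrate plus GAPDH/TPI/NAD/arsenate coupling and diaphorase/resazurin added. Fluorescence read after 20 min at RT, 525/598 nm.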
AmpC inh no detg – qHTS Inhibitors of AmpC Beta-Lactamase (assay without detergent); hit rate 0.52% among 330,000; P00811; Potency, µM (titrated, usually from 57.1 µM), without a hit: at the top dose activity change, negative = inhibition, most hits filed as inhibitors; AID 485341, 2010; AmpC nitrocefin hydrolysis, absorbance 480 nm, 0.0001% Triton;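 also: potency is read from the fitted curve at half-maximal effect; plate controls were no compound for no effect and no enzyme for full effect; nearly all actives have a fitted effect of over 20% in size; some results filed as inactive show a strong effect at the top dose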
Target sequence (P00811 whole entry, looked up): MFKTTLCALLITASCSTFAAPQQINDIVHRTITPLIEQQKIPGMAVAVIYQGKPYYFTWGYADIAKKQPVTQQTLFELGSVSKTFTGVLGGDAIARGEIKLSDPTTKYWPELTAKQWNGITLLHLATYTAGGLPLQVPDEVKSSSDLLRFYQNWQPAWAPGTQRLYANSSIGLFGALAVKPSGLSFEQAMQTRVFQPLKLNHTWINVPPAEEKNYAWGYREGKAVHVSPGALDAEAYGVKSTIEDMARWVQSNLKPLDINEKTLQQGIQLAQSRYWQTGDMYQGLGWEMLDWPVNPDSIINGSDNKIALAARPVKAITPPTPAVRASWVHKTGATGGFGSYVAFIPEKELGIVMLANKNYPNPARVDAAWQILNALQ
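20 mM phosphate pH 7.0 + 0.01% (detergent screen) or 0.0001% Triton X-100; 5.3 nM AmpC reagent; cpd preinc 15 min RT; nitrocefin (800 uM stock) to start; A480 q20 s × 4 min; Activity was normalised to no-enzyme and no-compound control wells.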
Shiga inhibitor – A qHTS for Small Molecule Inhibitors of Shiga Toxin; inhibition, % at 38.7 µM; Vero cells, Shiga toxin protein synthesis inhibition reporter; hit rate 9.2% among 290,000; in the data active = inhibition mostly above about 28%, no sharp cut-off; inactive = mostly below about 43%; also: 0% is about no effect
AmpC inh detg – qHTS Inhibitors of AmpC Beta-Lactamase (assay with detergent); P00811; AmpC hydrolysis of nitrocefin, absorbance 480 nm, 0.01% Triton; Potency, µM (highest dose often 114 µM), for the others: at the highest dose activity change, negative = inhibition, most hits filed as inhibitors; hit rate 0.041% among 370,000; AID 485294, 2010;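 also: potency is read from the fitted curve at half-maximal effect; 0% = no-compound wells and -100% = no-enzyme wells; nearly all actives have a fitted effect of over 25% in size; some results filed as inactive show a strong effect at the top dose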
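AmpC (5.3 nM in the dispensed reagent) in 20 mM phosphate pH 7.0 with 0.01% (detergent screen) or 0.0001% Triton X-100 was preincubated with compounds for 15 min at room temperature. Nitrocefin was then added from an 800 uM solution, and hydrolysis was followed at 480 nm.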
* marks the source's active call; other numbers are inactive results; ? = inconclusive; . = not tested or not shown; & = joins results of further samples; [ ] = dose if it differs, or a comment. Unless noted, calls follow the shape of the dose curve; as a rule, active = well fitted curve in the direction sought with a large enough effect; inconclusive = small, poorly fitted or top-dose-only effect, or another doubt; inactive = no such curve, though single readings can be large; an effect the other way counts as inactive or inconclusive.

SMILES	HCMV antiviral	AMA1 RON2 block	CHX counter	Giardia FBPA inh	AmpC inh no detg	Shiga inhibitor	AmpC inh detg
Cc1ccc(NC(=O)C2COc3ccccc3O2)cc1C (stereo not drawn)	.	-1%	26*	0%	-37%	.	?
O=C(COC(=O)c1cccc(S(=O)(=O)N2CCCCCC2)c1)Nc1ccccc1C(F)(F)F	-26	3%	.	.	-16%	.	-13%
O=C1CNC(=S)N1c1nc2ccccc2s1	2	-3%	29*	?	-44%	82*	-4%
O=C1CC2(CCCCC2)Oc2ccc(O)cc21	?	1%	-3	-7%	-22%	-11	2%
COC(C[C@@H]1O[C@@H]1[C@H](O)[C@@H](C)OCc1ccccc1)OC	36	0%	-4	9%	-11%	-3	-17%
CN(C(=O)c1cccc(OC2CCN(S(=O)(=O)N(C)C)CC2)c1)C1CCOC1 (stereo not drawn)	-1	-1%	17	8%	-4%	22	?
COC(=O)C1=C(C)N(Cc2ccccc2)C(=NCc2ccccc2)N[C@H]1c1cccc(F)c1	-26	-8%	-4	2%	75%[activator]	-6	-11%
Cc1ccc(OC(=O)c2ccc(C)c([N+](=O)[O-])c2)cn1	8	-7%	2	6%	-10%	-3	-5%
CC(C)Sc1nc2c(cnn2-c2ccccc2)c(=O)[nH]1	47	-3%	-1	-9%	-17%	-4	?
CCC(=O)N1CCc2cc(CNS(=O)(=O)c3cc(OC)ccc3OC)ccc21	42	.	-12	.	.	-4	10%
O=C(c1cccc([N+](=O)[O-])c1)c1ccc2c(c1)C(=O)NC2=O	-37	1%	-1	0%	-29%	16	4%
CCN(CC)CCN1C(=O)C(=O)/C(=C(/O)c2ccc(S(=O)(=O)N3CCOCC3)cc2)C1c1ccc(C)cc1 (stereo not drawn)	?	17%	-1	.	8%	11	3%
Cc1nn(C)cc1/C=N/NC(=O)CSc1ccccn1	37	-14%	7	6%	-22%	27	10%
CCC(c1nnc(SCC(=O)Nc2ccc(C(=O)N(C)C)cc2)n1Cc1ccccc1)N(C)C (stereo not drawn)	-23	9%	-1	.	49%	16	?
O=C(Nc1ccc(F)cc1)C1CCCN(c2cnccn2)C1 (stereo not drawn)	-36	2%	-3	-10%	-19%	10	1%
COc1ccc(-c2csc(C)n2)cc1OC	3	-2%	5	1%	-3%	1	7%
Cc1ccccc1NC(=O)NCC1CCN(c2ccc(S(=O)(=O)N3CCOCC3)cc2)CC1	2	1%	-6	-2%	-18%	-3	-23%
Cc1onc(-c2ccccc2)c1C(=O)NC(C)CCc1ccccc1 (stereo not drawn)	51	-6%	-6	11%	0%	-11	-1%
O=C(NCCCc1ccccc1)c1cncc(Br)c1	-28	-2%	20*	13%	-7%	46	1%
Cc1ccc(S(=O)(=O)NCc2cccnc2)s1	54	10%	-1	-7%	-6%	7	-4%
CN(C)c1ccc(C2C3C(=O)NC(=O)C3ON2c2ccc(Cl)cc2)cc1 (stereo not drawn)	31	-29%	5	-4%	-9%	-4	-13%
CCCc1nc(-c2cc3ccccc3[nH]c2=O)no1	0	?	12	5%	-14%	2	-8%
CCOc1ccc(N(C(=O)CNC(=O)c2ccco2)C(C(=O)NCC2CCCO2)c2ccccc2)cc1 (stereo not drawn)	-12	-4%	3	.	89%[activator]	1	-9%
COc1ccc(Cc2nnc(NC(=O)CSc3ccccc3)s2)cc1OC	12	-13%[2.32 µM]	-2	0%	-5%	2	2%
COCCNC(=O)c1ccc(CS(=O)(=O)c2ccc(C)cc2)o1	25	1%	-2	4%	0%	-19	-5%

(listing goes on)
SMILES	HCMV antiviral	AMA1 RON2 block	CHX counter	Giardia FBPA inh	AmpC inh no detg	Shiga inhibitor	AmpC inh detg
COC(=O)c1ccccc1C(=O)c1cccc2ccccc12	7	17%	8	9%	-21%	16	-14%
O=S(=O)(O)c1nc2ccccc2n1Cc1cccc2ccccc12	.	.	6	17%	-48%	17	-2%
C#CCOCCOCCOCCNc1nc(N2CCN(C(=O)C(Cc3ccc(O)cc3)n3cc(C(N)CC(C)C)nn3)CC2)nc(N2CCN(C(=O)C(Cc3cc4ccccc4[nH]3)n3cc(C(N)Cc4ccc(O)cc4)nn3)CC2)n1 (stereo not drawn)	.	.	-1	-12%	156%[activator]	-19	1%
CC12CCC(C(=O)N3CCCCC3)([C@H](Br)C1=O)C2(C)C (stereo partly drawn)	-31	7%	-1	7%	-15%	-9	10%
Cc1c(C(=O)N(Cc2ccccc2)C2CCS(=O)(=O)C2)oc2ccccc12 (stereo not drawn)	-31	11%	-1	0%	53%	-2	-5%
Cc1cccc(NC(=O)[C@H](Cc2c[nH]c3ccccc23)NC(=O)[C@@H]2Cc3ccccc3CN2)c1	.	43%[activator]	14*	?	-20%	16	?
CN(CC(=O)N1CCN(c2ccc(F)cc2)CC1)S(=O)(=O)c1ccc2c(c1)c(=O)n(C)c(=O)n2C	9	-7%	-4	0%	-11%	-18	-6%
N#Cc1c(NC(=O)C2CC(c3ccccc3O)=NO2)sc2c1CCC2 (stereo not drawn)	-24	-2%	-2	2%	-42%	-6	?
Cc1ccc(-n2nc(C)c3c(C)c(CCC(=O)NC(C)c4ccccc4)c(C)nc32)cc1 (stereo not drawn)	7&10	-2%	-2	0%	2%	-7	?
Cc1c(/C(O)=C2\C(=O)C(=O)N(CCN(C)C)C2c2ccco2)cnn1-c1ccccc1 (stereo not drawn)	-25	-7%	30*	-8%	-10%	67*	-11%
CCOc1cc(-c2c(C#N)c(N)nc3c2CCc2ccccc2-3)ccc1O	-19	4%	-3	0%	-38%	11	-11%
COc1cc2c(cc1OC)C(c1cccs1)N(C(=O)C(C)C)CC2 (stereo not drawn)	98	-14%	-2	2%	-10%	-13	-13%
Cc1cc(-n2nc(C)cc2C)n2ncc(-c3ccccc3)c2n1	-22	0%	42*	1%	60%	63*	-12%
Cc1ccc(NC(=O)CCS(=O)(=O)c2ccc3nc(C)sc3c2)cc1	0&-3	-1%	1	0%	-3%	6	-1%&-14%
Cc1cccc(CSc2nc3c(cc2C#N)CCC3)c1	-36	-11%	-4	6%	-29%	-2	?
COc1ccc(CCN(C)C(=O)C2CCN(Cc3cccc(OC)c3OC)CC2)cc1OC	-22	-7%	12	?	9%	-13	2%
CCOC(=O)C1CCCN(C(=O)/C=C/c2cccc([N+](=O)[O-])c2)C1 (stereo not drawn)	13	-10%	0	0%	3%	35	?
Cc1ccc(-c2nc3ccccc3[nH]2)cc1N	64	-2%	34	-12%	-29%	106*	4%
CCN(CC)CC1C(=O)N(c2ccc(OC)cc2)C1c1ccccc1 (stereo not drawn)	-29	-5%	-1	-6%	3%	-6	-5%
CCNC(=S)Nc1cccc(Cl)c1C	?	7%	-2	0%	?	-4	3%
Cc1cc(C(=O)Nn2c(-c3ccc(Br)cc3)nc3ccccc3c2=O)ccc1[N+](=O)[O-]	-75*	3%	-3	8%	14µM*	-7	-13%
Cn1ccnc1SCc1ccc(Cl)cc1Cl	3	-16%	-5	10%	6%	-13	-11%
Cc1ccc(C(=O)NCCCNC(=O)Cc2ccc(Cl)cc2)cn1	-10	?	.	.	-4%	.	-5%
Cc1ccnc(NC(=O)CCCc2ccccc2)c1	34	3%	58*	-2%	-27%	74*	-7%
Cc1ccc(CNC(=O)c2cnccn2)cc1	-22	18%	-3	3%	-22%	27	2%

A different layout for 3 compounds above:
Fields – HCMV antiviral	AMA1 RON2 block	CHX counter	Giardia FBPA inh	AmpC inh no detg	Shiga inhibitor	AmpC inh detg
Cc1ccc(-c2nc3ccccc3[nH]2)cc1N
    64	-2%	34	-12%	-29%	106*	4%
Cc1cccc(CSc2nc3c(cc2C#N)CCC3)c1
    -36	-11%	-4	6%	-29%	-2	?
Cc1c(C(=O)N(Cc2ccccc2)C2CCS(=O)(=O)C2)oc2ccccc12 (stereo not drawn)
    -31	11%	-1	0%	53%	-2	-5%

Next entries.
SMILES	HCMV antiviral	AMA1 RON2 block	CHX counter	Giardia FBPA inh	AmpC inh no detg	Shiga inhibitor	AmpC inh detg
COc1ccc2[nH]c(=O)c(CN(Cc3cccs3)C(=S)NCC3CCCO3)cc2c1 (stereo not drawn)	-37	-7%	-1	0%	-1%	-2	-8%
O=C(CN1C(=O)c2ccccc2S1(=O)=O)NCc1c(F)cccc1F	-31	1%	.	.	-23%	.	?
Clc1cccc(CN2C3=NCCCN3c3ccccc32)c1	-33	-8%	-3	-5%	-9%	1	-12%
CCOC(=O)c1cc2ccccc2nc1C	-10	11%	5	12%	-10%	3	-9%
CCC(C)NC(=O)C1CCCCN1S(=O)(=O)c1ccc(F)cc1 (stereo not drawn)	12	-1%	-2	5%	-10%	-5	-13%
O=C(OCC(=O)c1ccc[nH]1)C1=COCCO1	-13	-1%	.	.	-20%	.	-4%
CCCC(c1nnnn1Cc1ccccc1)N1CCC(C(N)=O)CC1 (stereo not drawn)	-25	-8%	-5	6%	17%	-9	7%
CCC(=O)Nc1c(C)nn(-c2ccc(C)c(C)c2)c1C	35	0%	22*	-1%	-7%	65*	-1%
N[C@@]1(C(=O)O)CO[C@H]2[C@H](C(=O)O)[C@H]21	.	.	-5	-9%	.	2	.
CCOc1ccccc1NC(=O)CN1C(=O)COc2ccc(C)cc21	-1	1%	-3	-1%	-5%	-7	-16%
COC(=O)c1ccccc1NC(=O)NCCc1ccc(OC)c(OC)c1	-11	-2%	14	4%	-7%	-12	-5%
Cc1[nH]c2ccc(OC(F)(F)F)cc2c1CCNCc1ccc(Cl)cc1	-99*	-28%	-3	?	1%	-12	-8%
Cc1ccc(-c2cc(C(=O)NCc3ccco3)no2)cc1	25	4%	28*	7%	-8%	43*	-4%
COc1cccc(N2CCN(C(=O)c3cccc(N4C(=O)NC5CC4(C)Oc4c(OC)cccc45)c3)CC2)c1 (stereo not drawn)	-29	-6%	-10	.	93%[activator]	-2	1%
CN1/C(=C\C=C(/C#N)C(=O)Nc2ccc(Cl)cc2)C(C)(C)c2ccccc21	-5	-3%	-2	3%	-7%	-18	?
COc1cc(NC(=O)CCNS(=O)(=O)c2cc(Br)cnc2N)cc(OC)c1	-19	8%	7	.	-16%	-5	-4%
C=CCN1C(=O)/C(=C\c2ccc(N3CCOCC3)o2)C(=O)NC1=S	-18	-3%	4	-16%	-18%	-6	?

Rewritten in CSV form: part of the list above
Compound,HCMV antiviral,AMA1 RON2 block,CHX counter,Giardia FBPA inh,AmpC inh no detg,Shiga inhibitor,AmpC inh detg
Cc1ccc(-c2cc(C(=O)NCc3ccco3)no2)cc1,25,4%,28*,7%,-8%,43*,-4%
COc1cccc(N2CCN(C(=O)c3cccc(N4C(=O)NC5CC4(C)Oc4c(OC)cccc45)c3)CC2)c1 (stereo not drawn),-29,-6%,-10,.,93%[activator],-2,1%
